Myeloid diff 2 = compounds promoting myeloid differentiation; ER-HoxA9 myeloid progenitors, lysozyme-GFP differentiation, flow cytometry; calls only at 10 µM; 360,000 tested, 1% active;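 active = normalized GFP-positive differentiation at or above the plate's own cutoff, the solvent-only control mean plus 3 SD; inconclusive = no clear call, values can overlap the other calls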;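 note: cells exposed to compound for four days before flow analysis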
Myeloid diff 2 GFP+ MAC1+ % = further read-out of Myeloid diff 2, marked with its call; GFP+ MAC1+ double positive, %; measured here: differentiation confirmed by MAC1 staining
Starred values were filed as active, the others as inactive; i = inactive; ? = inconclusive; . = not tested or not shown; + = active, no number. This is a subset (hit frequency here may not be typical).

SMILES	Myeloid diff 2	Myeloid diff 2 GFP+ MAC1+ %
COc1ccc(N2C(=O)c3ccccc3NC(=O)C2C(=O)NCC(C)C)cc1 (stereo unspecified)	i	2.9
O=C1NC[C@H](Cc2ccccc2)N(C[C@@H]2CCCN2C[C@H](Cc2ccccc2)N2C[C@H](Cc3ccc(O)cc3)N(CCc3ccccc3)C(=O)C2=O)C1=O	i	1.1
Cc1cc(F)ccc1C(O)c1ncc(-c2cccc(OCc3ccccc3)c2)[nH]1 (stereo unspecified)	i	0.1
COc1ccc(-c2ccc(CN3C(C)C(=O)N(Cc4cn(CC5CCCCC5)nn4)CCS3(=O)=O)cc2)cc1 (stereo unspecified)	i	0.2
COc1ccc(CC(N)c2csc(NC(=O)Cc3ccccc3)n2)cc1 (stereo unspecified)	i	0.8
CC1(C(=O)Nc2ccc3ccccc3c2)CCC(=O)N1CCCn1ccnc1 (stereo unspecified)	i	1.7
CCOC(=O)C1=CC[C@@H](c2ccccc2)N(S(=O)(=O)c2ccc(C)cc2)[C@H]1C=C(C)C	i	1.3
COC(=O)[C@]12CCCCC=C1N(CCc1ccc(OC)c(OC)c1)C(=O)[C@H](CC(=O)N1CCCCC1)C2	i	1.6
COC(=O)[C@H]1C[C@H](OC(=O)Nc2cccs2)[C@@]2(O)CN(S(=O)(=O)c3ccc(C)cc3)CC2[C@H]1C(=O)OC (stereo partly specified)	i	1.3
Cc1cc(NC(=O)CN2C(=O)/C(=C/c3ccc(C(C)C)cc3)SC2=S)no1	i	0.5
COc1ccc(-c2nc3cc(C)c(Br)c(C)n3c2Cc2ccccc2)cc1OC	i	2.5
COc1ccc(CN2CCN(Cc3c[nH]c4ccccc34)CC2)c(OC)c1	i	1.6
CCOc1ccc(NS(=O)(=O)c2ccc(C(=O)NCC3CCCO3)cc2)cc1 (stereo unspecified)	i	1.0
CCOc1cc2c(c3c1C(c1ccccc1)N(S(=O)(=O)c1ccc(C)cc1)C3)C(=O)C=CC2=O (stereo unspecified)	?	.
c1ccc(N2CCN(c3nccn4ccnc34)CC2)nc1	i	1.1
CN(C)c1cccc(CNC(=O)c2ccc3sc([C@@H]4O[C@H](CO)[C@H](O)[C@H](O)[C@H]4O)nc3c2)c1	i	0.8
Cc1ccccc1S(=O)(=O)NC(=O)C1(C)CCN1C(=O)COc1ccc(Cl)cc1 (stereo unspecified)	i	0.7
Cc1cccc(N=Cc2ccccc2O)c1C	i	0.8
O=C(NCCCN1CCOCC1)c1ccc(Cl)c([N+](=O)[O-])c1	i	0.4
CS(=O)(=O)c1ccc(C(=O)OCC(=O)N2CCN(CCC3CCCCC3)CC2)cc1[N+](=O)[O-]	?	.

Reprinted at random: 2 compounds from above
SMILES	Myeloid diff 2	Myeloid diff 2 GFP+ MAC1+ %
CCOc1ccc(NS(=O)(=O)c2ccc(C(=O)NCC3CCCO3)cc2)cc1 (stereo unspecified)	i	1.0
COc1ccc(CN2CCN(Cc3c[nH]c4ccccc34)CC2)c(OC)c1	i	1.6

Going on with the list.
SMILES	Myeloid diff 2	Myeloid diff 2 GFP+ MAC1+ %
COCCN(C(=S)Nc1ccc(OC)c(Cl)c1)C1CCN(C(C)=O)CC1	i	1.2
CC1(C(=O)Nc2ccc(Cl)c(C(F)(F)F)c2)Cc2c(-c3ccc(C(N)=O)cc3)ccnc2O1 (stereo unspecified)	i	0.8
CC1(C(=O)Nc2cccc3ccccc23)CCN1C(=O)Cc1ccc(Cl)cc1Cl (stereo unspecified)	i	0.5
CCOC(=O)[C@]12CCC=C1N(Cc1ccc(Cl)cc1Cl)C(=O)[C@H](CC(=O)NCCC(C)C)C2	i	0.5
O=C(Nc1ccccc1Cl)c1cc(C2CCCN(C(=O)C3CCCCC3)C2)on1 (stereo unspecified)	i	2.1
COc1ccc(NC(=S)N2CCN(c3ccc4c(c3)C3CCN(C(=O)OCc5ccccc5)C4C3)CC2)c(OC)c1 (stereo unspecified)	i	0.7
CN(C)c1ccc2nc3ccc(=O)cc-3sc2c1	i	1.6
CCCCNC(=O)c1nc(-c2cc3ccccc3[nH]2)oc1-c1ccccc1	i	0.6
O=C(NC1CCCC1)C(c1ccccc1)n1c(-c2cccs2)nc2ccccc21 (stereo unspecified)	i	4.5
CC1CCN(S(=O)(=O)c2cccc(C(=O)NC3CCS(=O)(=O)C3)c2)CC1 (stereo unspecified)	i	0.8

Entries of single compounds, looked up by structure:
Results for CC1(C(=O)Nc2cccc3ccccc23)CCN1C(=O)Cc1ccc(Cl)cc1Cl (stereo unspecified) = Myeloid diff 2 = i; Myeloid diff 2 GFP+ MAC1+ % = 0.5
Results for CCOC(=O)[C@]12CCC=C1N(Cc1ccc(Cl)cc1Cl)C(=O)[C@H](CC(=O)NCCC(C)C)C2 = Myeloid diff 2 = i; Myeloid diff 2 GFP+ MAC1+ % = 0.5

Additional structures
SMILES	Myeloid diff 2	Myeloid diff 2 GFP+ MAC1+ %
NC(CO)c1csc(Nc2ccc(C(F)(F)F)cn2)n1 (stereo unspecified)	i	0.6
CC(C)(C)C1CCNC(=O)CC1 (stereo unspecified)	i	0.7
CC1(C(=O)NC2CCCC2)CCN1C(=O)Cc1ccc(-c2ccccc2)cc1 (stereo unspecified)	i	0.4
Clc1ccc2nc(C3CCCCC3)c(Cc3ccccc3)n2c1	i	0.5
C[C@@H]1CN([C@H](C)CO)C(=O)CCCn2nncc2CO[C@@H]1CN(C)S(C)(=O)=O	i	1.0
Cc1noc(C)c1NC(=O)N(C)C[C@H]1OCc2cnnn2CCCC(=O)N([C@@H](C)CO)C[C@H]1C	i	0.9
CCOc1cc(OCC)cc(C(=O)N2CCC[C@H]2C(=O)N2CCC[C@H]2C(=O)NCc2ccc(F)cc2F)c1	i	0.7
Cc1ccc(OCCN2CCC2(C)C(=O)Nc2ccc3c(c2)OCCO3)cc1 (stereo unspecified)	i	0.5
COc1cc(OC)cc(OC)c1	i	2.2
C[C@@H]1CN([C@@H](C)CO)S(=O)(=O)c2ccc(Br)cc2O[C@H]1CN(C)Cc1ccccn1	i	0.5

The last 6 records of the section before come first, to join the parts:
SMILES	Myeloid diff 2	Myeloid diff 2 GFP+ MAC1+ %
C[C@@H]1CN([C@H](C)CO)C(=O)CCCn2nncc2CO[C@@H]1CN(C)S(C)(=O)=O	i	1.0
Cc1noc(C)c1NC(=O)N(C)C[C@H]1OCc2cnnn2CCCC(=O)N([C@@H](C)CO)C[C@H]1C	i	0.9
CCOc1cc(OCC)cc(C(=O)N2CCC[C@H]2C(=O)N2CCC[C@H]2C(=O)NCc2ccc(F)cc2F)c1	i	0.7
Cc1ccc(OCCN2CCC2(C)C(=O)Nc2ccc3c(c2)OCCO3)cc1 (stereo unspecified)	i	0.5
COc1cc(OC)cc(OC)c1	i	2.2
C[C@@H]1CN([C@@H](C)CO)S(=O)(=O)c2ccc(Br)cc2O[C@H]1CN(C)Cc1ccccn1	i	0.5
Cc1ccc(NC(=O)C2c3ccccc3-c3ccccc32)cc1	i	1.5
CCN(CC)C(=O)C1=C(C)N(Cc2ccccc2)C(=O)C(CC(=O)NCCc2ccccn2)C1 (stereo unspecified)	i	0.8
Cc1nc(C(F)(F)F)ccc1C(=O)N1CCC1(C)C(=O)NS(=O)(=O)c1ccccc1Cl (stereo unspecified)	i	0.6
Cc1nn(CC(=O)NC2CC2)c(C)c1S(=O)(=O)N(C)C	i	0.6
CCCCOc1ccc(S(=O)(=O)NC(=O)C2(C)CCN2C(=O)c2c(C)noc2C)cc1 (stereo unspecified)	i	2.0
COP(=O)(OC)OC(C(=O)c1ccccc1)c1ccc(Cl)cc1 (stereo unspecified)	i	1.6
O=C(Nc1ccc(N2CCOCC2)cc1)c1csc([C@@H]2C[C@H](O)[C@@H](CO)O2)n1	i	0.8
NC(Cc1ccc(F)cc1)c1csc(Nc2ccc(C(=O)NCCCO)cn2)n1 (stereo unspecified)	i	0.6
CCN(CC)C(=O)C1=C(C)N(CCCOC)C(=O)C(CC(=O)NCCCN(C)C)C1 (stereo unspecified)	i	1.5
CC1(C(=O)NS(=O)(=O)c2cccc(OC(F)F)c2)CCN1C(=O)c1cccc(F)c1 (stereo unspecified)	i	0.4
C[C@H](CO)N1C[C@H](C)[C@@H](CN(C)CC2CC2)OCc2cnnn2CCCC1=O	+	5.4*
CCOC(=O)c1ccc(NC(=O)c2nc[nH]c2C(=O)N[C@@H](C)CO)cc1	i	0.3
NC(Cc1ccc(Cl)cc1)c1csc(Nc2nccc(C(F)(F)F)n2)n1 (stereo unspecified)	i	1.4
COc1cc(C(O)c2nc(-c3ccccc3)cs2)ccc1F (stereo unspecified)	i	2.2
CCCCn1c(O)c2n(c1=O)Cc1ccccc1N=C2c1ccccc1	i	1.3
COC1=CC(=O)OC(c2ccccc2C(F)(F)F)C1 (stereo unspecified)	i	1.5
CC1(C(=O)NCC2CC2)CCN1C(=O)C/C=C/c1ccccc1 (stereo unspecified)	i	0.2
O=C(NC1CCCC1)C(C1CC1)n1c(C2CC2)nc2ccccc21 (stereo unspecified)	i	1.9
CCCCCCN1C[C@H](n2cc(COC(=O)c3ccccc3)nn2)[C@@H](O)C[C@@H]1c1ccc(C)cc1	i	1.2
CCOC(=O)[C@]12CCC=C1N(CCC1=CCCCC1)C(=O)[C@H](CC(=O)N1CCSCC1)C2	i	0.7

Structural class, the compounds so far containing a thiophene ring, fused or not.
SMILES	Myeloid diff 2	Myeloid diff 2 GFP+ MAC1+ %
COC(=O)[C@H]1C[C@H](OC(=O)Nc2cccs2)[C@@]2(O)CN(S(=O)(=O)c3ccc(C)cc3)CC2[C@H]1C(=O)OC (stereo partly specified)	i	1.3
O=C(NC1CCCC1)C(c1ccccc1)n1c(-c2cccs2)nc2ccccc21 (stereo unspecified)	i	4.5

Carrying on:
SMILES	Myeloid diff 2	Myeloid diff 2 GFP+ MAC1+ %
COc1ccc(OC)c(NC(=O)Nc2nc(C(N)C(C)C)cs2)c1 (stereo unspecified)	i	1.2
CCOC(=O)c1csc(-c2csc(CCNC(=O)c3ccccc3)n2)n1	i	1.5
CN(C)c1ccc(CN2CCC(C(=O)NC(c3ccc(F)cc3)c3ccc4ccccc4n3)CC2)cc1 (stereo unspecified)	i	1.6
Cc1nc(SCC(=O)N2CCCC2=O)c2c(C)c(C)sc2n1	i	1.4
CCCS(=O)(=O)NC(=O)C1(C)CCCN(C(=O)c2sccc2C)C1 (stereo unspecified)	i	1.3
N#CCCN(Cc1ccccc1)C(CCc1ccccc1)C(=O)NC1CCCCC1 (stereo unspecified)	i	1.1
C[C@@H]1CN([C@H](C)CO)C(=O)CCCn2cc(nn2)CO[C@H]1CN(C)C(=O)NC1CCCCC1	i	1.1
COc1cccc(-c2cnc3c(NC(C)=O)cc(-c4ccsc4)cn23)c1	i	0.8
O=C(c1ccccc1F)N1CCCC(N2CCN(Cc3ccc4c(c3)OCO4)CC2)C1 (stereo unspecified)	i	1.6
CC1(C(=O)NS(=O)(=O)Cc2cccc(Cl)c2)CCN1C(=O)CCc1ccccc1 (stereo unspecified)	i	1.8
CCn1c(=O)c2[nH]c(Cl)nc2n(CC)c1=O	i	0.0
COc1ccc(N2C(=O)c3ccccc3NC(=O)C2C(=O)NCCc2ccccc2F)cc1 (stereo unspecified)	i	1.4
O=C(NCc1cc(Cl)cc(Cl)c1)c1ccc2nc([C@@H]3O[C@H](CO)[C@@H](O)[C@H]3O)[nH]c2c1	i	1.2
COc1cc(NCC2COc3c(ccc(OC)c3OC)C2=O)c([N+](=O)[O-])cc1OC (stereo unspecified)	i	1.2
O=C(CN1C(=O)c2ccccc2C1=O)C(O)CN1C(=O)c2ccccc2C1=O (stereo unspecified)	i	1.0
CCOc1ccccc1OCCCC(=O)N1CCN(S(=O)(=O)c2ccccc2C#N)CC1	i	0.8
CCOC(=O)[C@]12CCC=C1N(Cc1cccc3ccccc13)C(=O)[C@H](CC(=O)NCc1ccc(C)o1)C2	i	1.4
OCCN(Cc1ccccn1)Cc1ccccn1	i	1.8
CC(c1nc2ccccc2n1Cc1ccccc1)n1c(-c2cnccn2)nc2ccccc21 (stereo unspecified)	i	2.1
Cc1noc(C)c1NC(=O)N(C)C[C@@H]1Oc2ncc(C#CC3CC3)cc2C(=O)N([C@@H](C)CO)C[C@@H]1C	i	0.3
CC(=O)Nc1ccc(-c2ccnc3c2CC(C)(C(=O)Nc2ccc(Cl)cc2)O3)cc1 (stereo unspecified)	i	0.9
O=C(NC(Cc1cn(Cc2ccccc2)cn1)C(=O)O)OCC1c2ccccc2-c2ccccc21 (stereo unspecified)	i	1.6
CCN1C(=O)[C@H]2[C@@H](c3ccc(OC)cc3)N[C@]3(CCCN(Cc4ccccc4)C3=O)[C@H]2C1=O	i	0.4
O=C(c1ccccc1)c1sc(Nc2ccc3c(c2)OCO3)nc1-c1ccccc1	i	0.7
O=C(CCOc1ccccc1)N1CCCC(Nc2ccccc2)C1 (stereo unspecified)	i	0.8
CCCc1nc2ccc(C)cn2c1Cc1cccc(Cl)c1	i	1.0
C[C@H](O)[C@@H]1CN2CCc3c([nH]c4ccccc34)[C@@H]2C[C@@H]1N(C)C(=S)Nc1ccc(C#N)cc1	i	0.4
Cc1ccc(C(O)c2ncc(-c3cccc4ccccc34)[nH]2)c(C)c1 (stereo unspecified)	i	2.0
Cc1ccc(Cn2c(C)c(C(=O)NCC(C)C)sc2=O)cc1	i	2.3
CCCCNC(=O)c1[nH]c(C2CCNCC2)nc1-c1cccc(C(F)(F)F)c1	i	0.8
N#Cc1cnc2nc1NCCCCCCC2	?	.
CC(C)n1c(=O)c2ccccc2n1C(=O)c1ccccc1	i	1.3
CC(=O)N(C(C)=O)c1ccc(Oc2ccc(Oc3ccc(N(C(C)=O)C(C)=O)cc3)cc2)cc1	i	0.2
CC(=O)NC(c1cccs1)c1cc(Br)c2cccnc2c1O (stereo unspecified)	?	.
CN(c1ccccc1)S(=O)(=O)c1cccc(NC(=O)CCNC(=O)c2ccco2)c1	i	2.4
COc1cccc(-c2cnc(C(O)c3ccc(C)cc3)[nH]2)c1 (stereo unspecified)	i	0.5
CC(C)(C)c1nc2ccc(Cl)cn2c1CC1CCCCC1	i	0.7
CC(=O)c1ccccc1NC(=O)COC(=O)C1COc2ccccc2O1 (stereo unspecified)	i	0.6
COC(=O)[C@]12CCCCC=C1N(Cc1ccc3c(c1)OCO3)C(=O)[C@H](CC(=O)N1CCN(C(=O)c3ccco3)CC1)C2	i	1.3
